# S1P3 agonist: S1P3 (human) receptor agonism | Q99500 | S1P3 NFAT-BLA reporter cells, FRET ratio; relative to 1 µM S1P, basal subtracted | activation, % at 4.5 µM | 60,000 compounds, 0.1% hits;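 active = activation above the screen-wide mean plus 3 SD, cut at about 4.5% in these data, passing the limit was not always enough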; also: some compounds called inactive have numbers as strong as hits
#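 Measure – % activation relative to 1 µM S1P (100%), per plate · System – stable CHO line with human S1P3, Gα16, NFAT-BLA reporter · Timing – cells plated overnight, compound 4 h 37 °C, substrate 2 h RT · Technique – fluorescent BLA substrate, ex 405 nm, em 460/535 nm ratio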
# HTR1E antagonist: blocks the human 5-HT1E serotonin receptor; CHO 5-HT1E Ga15 NFAT-bla reporter, FRET, antagonist; P28566; 65,000 compounds, 0.99% hits; inhibition, % at 6 µM;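 active = inhibition above a set limit, the mean inhibition across every tested compound plus 3 SD, cut at about 29% in these data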;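 also: signal is the 460 over 535 nm emission ratio of beta-lactamase substrate; 0% = agonist plus DMSO wells and 100% = wells without agonist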
# Target sequence (P28566 whole entry, looked up): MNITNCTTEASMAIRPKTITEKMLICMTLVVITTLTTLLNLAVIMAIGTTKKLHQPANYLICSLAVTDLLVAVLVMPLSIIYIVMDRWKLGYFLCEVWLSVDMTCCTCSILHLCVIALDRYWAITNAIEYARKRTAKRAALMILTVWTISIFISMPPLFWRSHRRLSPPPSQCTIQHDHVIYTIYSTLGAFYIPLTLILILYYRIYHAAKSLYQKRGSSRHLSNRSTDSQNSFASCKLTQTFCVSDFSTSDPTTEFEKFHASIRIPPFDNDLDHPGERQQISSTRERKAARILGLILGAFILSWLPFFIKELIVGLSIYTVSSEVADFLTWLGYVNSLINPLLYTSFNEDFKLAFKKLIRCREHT
# HTR1E agonist: 5-HT1E (human) receptor agonism; P28566; CHO 5-HT1E Ga15 NFAT-bla reporter, FRET; 0% DMSO wells, 100% control agonist wells; activation, % at 6 µM; 65,000 compounds, 0.69% hits; AID 574;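 active = activation above a set limit, the screen-wide mean activation plus 3 SD, cut at about 8.5% in these data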;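 also: 100% = positive control agonist at 1 µM giving full maximal response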
# AP ELISA ortho: orthogonal test for alternative complement pathway inhibitors | Human serum alternative complement pathway, LPS-coated ELISA, C3 deposition; tested in compound mixtures | 62,000 compounds, 0.08% hits | inhibition, % at 5 µM | AID 1235;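 active = inhibition above 30% in each of the two pooled mixtures holding the compound, so the lower value exceeds 30%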;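 also: 0% = serum in Mg-EGTA without compound and 100% = EDTA serum blank; some compounds past the cut are filed as inactive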
#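 Test system: human serum alternative complement pathway, C3 deposition on LPS-coated wells; also added: Plate-bound LPS; doses: 5 µM per compound in ten-compound mixtures; schedule: 1 h at 37 °C; detection: Anti-C3 ELISA, OD 450 nm; evaluation: percent inhibition of C3 deposition onto LPS; repeats: two pool placements per compound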
# RORa activator: activators of human nuclear receptor RORA; P35398; CHO-K1 Gal4-RORA LBD luciferase reporter, luminescence; percent increase over mock-subtracted basal signal; activation, % at 10 µM; 65,000 compounds, 1.5% hits; AID 560;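 active = activation above the mean of all tested compounds plus 3 SD, cut at about 49% in these data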;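 also: 0% = DMSO-treated RORA cells and 100% = added signal equal to DMSO minus mock-transfected cells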
# Target sequence (P35398 whole entry, looked up, the tested form may be a part): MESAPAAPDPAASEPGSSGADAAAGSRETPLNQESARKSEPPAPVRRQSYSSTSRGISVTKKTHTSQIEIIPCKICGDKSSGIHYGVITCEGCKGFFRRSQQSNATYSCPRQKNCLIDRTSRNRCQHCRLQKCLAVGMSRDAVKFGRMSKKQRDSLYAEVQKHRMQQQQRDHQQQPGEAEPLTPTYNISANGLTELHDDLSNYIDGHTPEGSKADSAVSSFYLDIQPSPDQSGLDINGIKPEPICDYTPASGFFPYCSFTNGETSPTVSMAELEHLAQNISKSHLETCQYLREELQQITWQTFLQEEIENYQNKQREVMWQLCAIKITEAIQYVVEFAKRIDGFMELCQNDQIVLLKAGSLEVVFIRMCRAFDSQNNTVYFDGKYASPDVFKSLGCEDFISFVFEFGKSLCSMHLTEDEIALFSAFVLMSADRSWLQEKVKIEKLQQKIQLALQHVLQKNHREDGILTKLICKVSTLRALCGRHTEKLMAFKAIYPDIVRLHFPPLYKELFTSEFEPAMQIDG
# tolC growth inh: blocks growth of E. coli BW25113 tolC mutant; 65,000 compounds, 2.2% hits; growth inhibition, % at 10 µM (by protocol); OD615;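 active = growth inhibition at or above a cutoff equal to the mean over every tested compound plus 3 SD, cut at about 60% in these data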;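 also: growth measured after 20 h incubation at 37 °C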
#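 Signal: optical density read at 615 nm; Assay system: E. coli ΔtolC::kan strain BW25113; Times: 20 h incubation with compound, 37 °C; Dosing: 10 µM final, single dose.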
# SF-1 act: SF-1 (human) activation | 65,000 compounds, 1.9% hits | AID 522 | activation, % at 10 µM | CHO-K1 Gal4-SF-1 LBD luciferase reporter; % increase over DMSO SF-1-specific signal | Q13285;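 active = activation above the mean activation of all tested compounds plus 3 SD, cut at about 50% in these data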
#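 Test system: CHO-K1 cells with Gal4–hSF-1 LBD chimera plus Gal4-driven luciferase; Input: 4,000 cells/well; Compound: 10 µM only; Times: 20 h compound treatment, 37 °C; Measured by: steady-glow luciferase luminescence, read after 15 min reagent incubation; Measure: percent activation versus DMSO; Control set: DMSO and mock-transfected background; Replicates: one test per compound.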
# S1P1 ag-PAM: S1P1 (human) agonism or agonism potentiation; activation, % at 9.5 µM; 56,000 compounds, 0.57% hits; S1P1 CRE-bla cells, forskolin, beta-lactamase FRET, potentiator mode; S1P1 agonist co-added at EC20, 2 nM; 100% = saturating reference agonist, 0% = basal;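 active = activation above a cutoff set at the mean activation of all tested compounds plus 3 SD, cut at about 54% in these data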;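 also: forskolin at 4 µM as EC80 and the EC20 agonist is SEW2871; 100% = SEW2871 at its EC100 plus forskolin at EC80; some compounds past the cut are filed as inactive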
# 5-HT1A blocker: antagonists of human 5-HT1a serotonin receptor; CHO 5-HT1a Ga15 NFAT-bla reporter, antagonist mode; inhibition, % at 10 µM; 62,000 compounds, 0.68% hits; AID 612;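 active = inhibition above the mean of all tested compounds plus 3 SD, cut at about 43% in these data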;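 also: receptor stimulated by 5-CT agonist at 100 nM near EC80; beta-lactamase reporter measured by ratiometric fluorescence of a cleavable substrate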
# The depositor's hits bear a star; · = not tested or not shown.
# Every second line gives: HTR1E agonist, S1P3 agonist, tolC growth inh, HTR1E antagonist, S1P1 ag-PAM, 5-HT1A blocker, RORa activator, SF-1 act, AP ELISA ortho
CN1CCN(CC(=O)N(C)c2nc(-c3ccccc3)cs2)CC1
→ 0.9, -1.0, -10, -4, -5, 6, 32, 44, -5
CC(C)N(C(=O)COC(=O)c1ccc(O)cc1)C(C)C
→ -0.2, -0.8, -20, -2, 11, -6, -5, 24, 14
Cc1cccc(N(C)C(=O)CCS(=O)(=O)c2cccc3nonc23)c1
→ -0.3, ·, -2, 3, ·, -16, 15, 14, -6
O=C(C1CCN(S(=O)(=O)N2CCOCC2)CC1)N1CCN(Cc2ccccc2)CC1
→ 0.3, 0.5, -10, -11, -8, -15, -7, 2, 6
Cc1c(C(=O)O)sc(=S)n1-c1ccccc1
→ -0.9, -3.2, 10, 1, 4, ·, 2, -3, ·
COc1cccc(C2/C(=C(\O)c3ccc4c(c3)OCCO4)C(=O)C(=O)N2CCCN(C)C)c1OC (centres undefined)
→ -0.5, -2.4, -3, -8, -2, ·, 6, -4, ·
CCOc1ccc(-c2n[nH]c(C)c2Oc2ccc(OC)cc2)c(O)c1
→ 0.0, -0.1, 95*, 2, 16, 24, 16, -10, -6
CCOC(=O)C1CCCN(Cc2ccccc2C)C1 (centres undefined)
→ -0.6, -0.2, -17, 1, ·, 12, 9, 10, -7
O=S(=O)(Nc1ncnc2c1oc1ccccc12)c1ccc(Cl)s1
→ -1.3, -0.7, 8, -3, 11, 14, -13, -4, -32
COC(=O)c1cn(C)c2ccc(S(=O)(=O)N3CCCC3)cc2c1=O
→ -0.1, -0.6, -17, 2, -11, -16, 11, 5, 15
Cc1cc(C)n(-c2nc3c(c(=O)[nH]c(=O)n3C)n2CC(O)COc2ccccc2)n1 (centres undefined)
→ -0.2, -0.9, ·, 3, -4, 1, -2, -13, 9
CC1CN(S(=O)(=O)c2cccc(C(=O)OCc3cc(=O)oc4cc(O)ccc34)c2)CC(C)O1 (centres undefined)
→ 5.2, -0.1, 5, 2, 0, -25, 7, 8, 8
Cc1cc(C)c(OCC(=O)Nc2ccc3c(c2)OCO3)cc1C
→ 0.5, -1.3, -9, -4, ·, -13, -13, 0, -1
Cc1ccccc1N1C(=O)C(Cl)=C(N2CCCCCC2)C1=O
→ -0.4, 0.4, 41, 3, -8, 17, 19, 9, 12
Cc1ccc(OC(C)c2nnc(N)s2)cc1Cl (centres undefined)
→ -1.1, 0.4, 7, 4, -10, 16, -6, -8, 10
O=P(OC1CCS(=O)(=O)C1)(c1ccccc1)c1ccccc1 (centres undefined)
→ -0.4, 0.1, -32, -2, 12, -5, 19, 3, 11
FC(F)(F)c1cccc(OCCOCCn2cncn2)c1
→ -0.6, -0.2, -11, 8, ·, 3, -8, -5, 14
CCOC(=O)COc1cccc2c(=O)n(CC(=O)N3CCc4ccccc43)ccc12
→ 0.7, -0.7, -10, 16, -4, 6, 2, -11, 26
Cc1cc(=O)n2c3c(cccc13)CCC2
→ -0.4, 0.8, 4, -5, 0, -3, -13, 23, 5
CC12CCC(C(=O)NCc3ccc4c(c3)OCO4)(CC1=O)C2(C)C (centres undefined)
→ -0.8, -0.5, 2, 2, -9, -18, -12, 1, 11

# 4 of these compounds, set out differently.
Cc1cc(C)c(OCC(=O)Nc2ccc3c(c2)OCO3)cc1C
  HTR1E agonist: 0.5 | S1P3 agonist: -1.3 | tolC growth inh: -9 | HTR1E antagonist: -4 | S1P1 ag-PAM: · | 5-HT1A blocker: -13 | RORa activator: -13 | SF-1 act: 0 | AP ELISA ortho: -1

CCOC(=O)COc1cccc2c(=O)n(CC(=O)N3CCc4ccccc43)ccc12
  HTR1E agonist: 0.7 | S1P3 agonist: -0.7 | tolC growth inh: -10 | HTR1E antagonist: 16 | S1P1 ag-PAM: -4 | 5-HT1A blocker: 6 | RORa activator: 2 | SF-1 act: -11 | AP ELISA ortho: 26

O=P(OC1CCS(=O)(=O)C1)(c1ccccc1)c1ccccc1 (centres undefined)
  HTR1E agonist: -0.4 | S1P3 agonist: 0.1 | tolC growth inh: -32 | HTR1E antagonist: -2 | S1P1 ag-PAM: 12 | 5-HT1A blocker: -5 | RORa activator: 19 | SF-1 act: 3 | AP ELISA ortho: 11

CC12CCC(C(=O)NCc3ccc4c(c3)OCO4)(CC1=O)C2(C)C (centres undefined)
  HTR1E agonist: -0.8 | S1P3 agonist: -0.5 | tolC growth inh: 2 | HTR1E antagonist: 2 | S1P1 ag-PAM: -9 | 5-HT1A blocker: -18 | RORa activator: -12 | SF-1 act: 1 | AP ELISA ortho: 11

# The results go on.
# Every second line gives: HTR1E agonist, S1P3 agonist, tolC growth inh, HTR1E antagonist, S1P1 ag-PAM, 5-HT1A blocker, RORa activator, SF-1 act, AP ELISA ortho
O=S(=O)(c1ccccc1)N(C1=NCCS1)S(=O)(=O)c1ccccc1
→ -0.4, -0.6, 0, -5, 4, -18, 0, 6, 19
O=C(Nc1cccc(Cl)c1)N1CCN(Cc2ccccc2)CC1
→ 0.8, -1.5, -4, 14, 29, 11, 73*, 85*, 2
Cc1ccc(F)cc1NC(=O)C1CCN(c2cnccn2)CC1
→ 0.3, 0.3, -21, 1, 8, -20, -8, -6, 1
CCOC(=O)C1=C(N)OC2=C(C(=O)CCC2)C1c1cccs1 (centres undefined)
→ 0.4, 0.9, -2, 5, ·, 10, -5, 2, 23
CCC(=O)Nc1nc(OC)cc(OC)n1
→ -0.6, -1.7, -13, -5, -4, 3, -23, 4, 12
COC(=O)c1ccc(S(=O)(=O)N(Cc2cc3cc4c(cc3[nH]c2=O)OCO4)C2CCCCC2)cc1
→ -1.1, -0.2, -16, -4, -6, -8, -4, -2, 13
O=C(CSc1nc2cc3c(cc2c(=O)n1CCC1=CCCCC1)OCO3)NCc1ccco1
→ -0.4, ·, -12, 1, ·, 19, 10, 8, 15
Cc1cc(C)n(-c2ccc(C(=O)Oc3ccc4c(c3)OCO4)cc2)n1
→ 0.7, ·, 5, -5, ·, -2, -5, -19, 9
CC(NS(=O)(=O)c1ccc(F)cc1)C(c1cccs1)N1CCN(C)CC1 (centres undefined)
→ -0.6, ·, -13, -5, ·, 1, -3, 8, -9
CCc1ccc(N(C(C)=O)C2C=CS(=O)(=O)C2)cc1 (centres undefined)
→ 1.6, -0.4, -11, -6, ·, 0, -2, 21, 6

# Compounds above that have a furan ring, fused or not (two):
# Every second line gives: HTR1E agonist, S1P3 agonist, tolC growth inh, HTR1E antagonist, S1P1 ag-PAM, 5-HT1A blocker, RORa activator, SF-1 act, AP ELISA ortho
O=S(=O)(Nc1ncnc2c1oc1ccccc12)c1ccc(Cl)s1
→ -1.3, -0.7, 8, -3, 11, 14, -13, -4, -32
O=C(CSc1nc2cc3c(cc2c(=O)n1CCC1=CCCCC1)OCO3)NCc1ccco1
→ -0.4, ·, -12, 1, ·, 19, 10, 8, 15

# The results go on:
# Every second line gives: HTR1E agonist, S1P3 agonist, tolC growth inh, HTR1E antagonist, S1P1 ag-PAM, 5-HT1A blocker, RORa activator, SF-1 act, AP ELISA ortho
CCn1c(CC(=O)Nc2ccc(C)cc2)nnc1SCC(=O)N1CCN(c2ccccc2)CC1
→ -1.0, 0.2, 15, 14, 31, 6, 3, -12, 8
COCCSc1nnc(-c2cccc(C#N)c2)n1C
→ -0.4, -0.5, -23, 5, -13, 1, -10, -17, 1
COc1ccc(NC(=O)C(c2ccccc2)N(C)C(=O)c2cnccn2)cc1 (centres undefined)
→ -0.1, ·, -6, 0, ·, 8, -15, -2, -2
COc1cccc(-c2nnc(NC(=O)c3ccc(S(=O)(=O)N4CCOCC4)cc3)o2)c1
→ -0.5, -0.1, 94*, -2, -1, 12, -4, -15, 2
Cc1cc(NS(=O)(=O)c2ccc(NC(=O)Nc3cccc(Cl)c3)cc2)no1
→ -0.4, 0.2, 20, -1, -28, 7, -27, -12, 7
CC1(C)CC(=O)c2c(noc2-c2ccccc2)C1
→ -0.1, -0.4, 11, -7, -18, -1, 19, 11, 0
CC(C)(C)NC(=O)C(c1cccs1)N(CC1CCCO1)C(=O)Cn1nnc(-c2cccs2)n1 (centres undefined)
→ -0.4, 0.7, 40, -2, 15, -1, -5, -1, 4
CC(Oc1ccc2oc(-c3ccccc3)c(C(=O)O)c2c1)C(=O)O (centres undefined)
→ -0.1, -1.7, -19, -8, -20, -4, 14, -5, 2
CCOC(=O)c1c(C)oc2c1cc(O)c1ccccc12
→ -0.8, -1.1, -9, 6, -19, 12, -17, 10, 8
O=C(CNC(=O)c1cccs1)NC1=NCCS1
→ -0.3, -0.7, -11, -3, -18, 2, -2, 6, 12
CC(=O)CCn1c(=O)n(CCC(C)=O)c(=O)n(CCC(C)=O)c1=O
→ -1.7, -4.1, 1, 11, 3, ·, 17, 6, ·
O=C(CSc1nnc(CNC(=O)c2c(F)cccc2Cl)o1)Nc1ccccc1
→ -0.2, ·, -15, 4, ·, -13, -16, 0, 7
Cn1c(Cn2nnc3ccccc32)nnc1SCC(=O)c1ccc(F)cc1
→ -0.1, -0.5, -11, 1, 11, 8, -16, -4, 7
CCCS(=O)(=O)N1CCCC(C(=O)NCCc2ccc(OC)c(OC)c2)C1 (centres undefined)
→ 2.9, -1.2, -21, 2, -24, -1, -7, 2, -5
CCc1nc(NCc2ccccn2)c2oc3ccccc3c2n1
→ -0.5, ·, 13, 19, ·, 6, -20, -14, 14
CCOC(=O)/C(C#N)=C1/C=CN(C)C(C)=N1
→ -0.2, -1.2, -11, 1, -22, -4, 21, -4, 33*
O=C(Cn1ccc2ccccc2c1=O)NCCC(=O)Nc1cccnc1
→ -0.6, -0.3, -16, 12, 7, -6, 8, -4, 8
CCCCNC(=O)c1c[nH]c2ccc(S(=O)(=O)Nc3ccc(OCC)cc3)cc2c1=O
→ 0.6, -0.3, -8, -11, -11, -6, 1, 0, 14
CCCn1nnc(NC(=O)c2ccccc2Br)n1
→ 0.6, -0.8, -15, 10, 2, 8, 11, 20, 3
O=C(OC(C(=O)NCc1ccc2c(c1)OCO2)c1ccc(Cl)cc1)c1ccco1 (centres undefined)
→ -0.6, -0.4, 42, 5, 4, 6, 4, -5, 11
CCCC(=O)NCCc1nc2ccccc2n1CCC
→ 0.7, 0.4, -9, -2, -28, -5, -1, -18, 26
COC(=O)COc1ccc(S(=O)(=O)N2CCN(c3ccccc3F)CC2)cc1
→ 0.1, -0.4, 8, -3, -8, -1, 3, -6, -9
O=C(NCc1ccccn1)C1CCN(S(=O)(=O)c2cnc[nH]2)CC1
→ 0.1, 0.0, -28, -7, -10, -10, -28, -1, 14

# Screening data: PubChem BioAssay, several laboratories
